Pf Dd2 inh: qHTS Primary assay for Inhibitors of Plasmodium falciparum Dd2 growth in vitro; P. falciparum Dd2 growth, SYBR Green, 72 h; Potency, µM (doses to about 28.9 µM), without a hit: top-dose activity, negative = inhibition, most hits filed as inhibitors; 120,000 compounds, 4.3% hits; active means well fitted inhibition curve with a large enough effect; inconclusive means small, poorly fitted or top-dose-only effect; inactive means no such curve, though single readings can be large or run the other way;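 further: plate controls were DMSO vehicle for no effect and reference drug for full effect; nearly all actives have a fitted effect of over 65% in size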
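Readout: SYBR Green fluorescence, 485 nm excitation, 535 nm emission, after ~16 h lysis at 37C. Before that, Dd2-infected red cells (2.5% hematocrit) grew 72 h with compound, 29 uM top final concentration.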
* hit, by the source's call; i = inactive; u = inconclusive; [ ] = another dose, or the depositor's remark. Potency means the concentration at half of the fitted maximal effect. Only part of the results is shown; rates above refer to the full screens.

Start of the listing, in advance (three entries):
SMILES	Pf Dd2 inh
CCc1ccc(NC(=O)CC(c2ccc(C)cc2)N2Cc3ccccc3C2=O)cc1 (stereo not drawn)	i
NCCn1cc(C(=O)N2CCC(c3n[nH]c(=O)n3-c3ccccc3)CC2)nn1	-18%
CCC(C)NC(=O)Cn1c(=O)n(CC2CCC(C(=O)NC)CC2)c(=O)c2sccc21 (stereo not drawn)	-2%

Main list, repeating the preview:
SMILES	Pf Dd2 inh
CCc1ccc(NC(=O)CC(c2ccc(C)cc2)N2Cc3ccccc3C2=O)cc1 (stereo not drawn)	i
NCCn1cc(C(=O)N2CCC(c3n[nH]c(=O)n3-c3ccccc3)CC2)nn1	-18%
CCC(C)NC(=O)Cn1c(=O)n(CC2CCC(C(=O)NC)CC2)c(=O)c2sccc21 (stereo not drawn)	-2%
Cc1ccc(-n2c(=O)c3ccc(C(=O)NCc4ccccc4Cl)cc3n(CC(=O)Nc3cccc(F)c3)c2=O)cc1	u
Cc1cccc(NC(=O)CN2C(=O)NC3(CCS(=O)(=O)CC3)C2=O)c1	i
O=C(NCc1nc(-c2ncccn2)no1)[C@H]1CNC[C@@H](C(=O)N2CCCC2)C1	3%
CCN1CCc2nc3sc(C(=O)c4ccc(F)cc4)c(N)c3cc2C1	u
Cc1noc(C)c1CC(=O)N1CCc2c(c(-c3nncn3C)nn2C)C1	4%
Cc1nc(-c2c3n(c(=O)n(CC(=O)Nc4ccc(F)cc4F)c2=O)CCCC3)no1	-24%
CC(C)c1noc(-c2ccn3c(CNC(=O)c4cccc(N(C)C)c4)nnc3c2)n1	u
COc1cccc(-c2nc(-c3c(C)noc3C)cc3c2cc(C)n3C)c1OC	-6%[44.1 µM]
N#Cc1cccc(CN2CC(COc3ccccc3)C3(C2)CN(c2ccccc2)C3)c1 (stereo not drawn)	-18%[44.1 µM]
CCOCCn1c(=O)c2c(nc3n2CCN3c2ccc(C)c(C)c2)n(C)c1=O	19%
O=C(NCCCc1nc2ccc(Cl)cc2[nH]1)[C@H]1CCC[C@@H](O)C1	6%
COc1ccc2c(c1)c(CN1CCCC(c3nc(C(C)C)no3)CCNC(=O)CC1)cn2C(C)C (stereo not drawn)	u
COc1ccc(CN2CC3(CCN(C(=O)Cc4cccc(OC)c4)CC3)C2=O)cc1	-23%
COc1ccc(-c2cc(C(=O)NC3CC3)c3c(C4CCNC4)noc3n2)cc1 (stereo not drawn)	u
COc1ccc(C2(C(=O)N3CCc4ccccc4C3)CCOCC2)cc1	-8%
CC(=O)N1CCC(C(=O)NCc2nnc3ccc(-c4ccc(C)cc4)nn23)CC1	i
O=C(Nc1cc(F)cc(F)c1)N1CCC(Oc2ncccc2C(=O)N2CCCCC2)C1 (stereo not drawn)	i
Cn1ccc2c(C(=O)N[C@@H]3CCOC[C@H]3Oc3ccccn3)cccc21	-4%
COc1ccc(OC)c(CN2CCNc3cc(Nc4ccccc4)ncc3C2)c1	3.5µM*
CCN1c2cc(C(=O)Nc3ccc(N4CCOCC4)cc3)ccc2C(=O)N2CCCCC21 (stereo not drawn)	i
CCOc1ccc(NC(=O)C2CCC(CNS(=O)(=O)c3ccc(Br)s3)CC2)cc1 (stereo not drawn)	5%
COC(=O)c1ccc2nc(C[C@@H]3C[C@@H](C(C)C)[C@H](CNCc4ccc(OC)cc4O)C=C3C)[nH]c2c1	-7%

A different layout for some results above:
| canonical_smiles | Pf Dd2 inh |
| --- | --- |
| COc1ccc(-c2cc(C(=O)NC3CC3)c3c(C4CCNC4)noc3n2)cc1 (stereo not drawn) | u |
| Cc1noc(C)c1CC(=O)N1CCc2c(c(-c3nncn3C)nn2C)C1 | 4% |
| COC(=O)c1ccc2nc(C[C@@H]3C[C@@H](C(C)C)[C@H](CNCc4ccc(OC)cc4O)C=C3C)[nH]c2c1 | -7% |

More results follow:
SMILES	Pf Dd2 inh
COCCNC(=O)CSc1nc2cc3c(cc2c(=O)n1Cc1ccc(C(=O)NCCc2ccc(OC)c(OC)c2)cc1)OCO3	i
Cc1ccc(N2CCN(C(=O)c3nn(C)c4c3CSc3ccccc3-4)CC2C)cc1 (stereo not drawn)	21%
NC(=O)[C@H]1C[C@@H](O)[C@H](O)[C@H]2[C@@H]1SC(=Nc1ccc(Cl)cc1)N2CC1CCCCC1	u
Cc1cc(C)cc(NC(=O)CCCn2c3ccccc3c(=O)c3ccccc32)c1	10µM*
CC(C)NC(=O)N[C@H]1C[C@@H](Cc2cc(-c3ccccc3)on2)C1(C)C	-22%[44.1 µM]
CC(C)(Oc1nn(CC2CCOCC2)c2ccccc12)C(=O)NC1CCC(O)CC1 (stereo not drawn)	19%[44.1 µM]
Cc1ccsc1C(=O)N1CCC(n2cnnc2-c2ccccc2)C1 (stereo not drawn)	5%
COCCNC(=O)[C@H]1C[C@H](Oc2ccccc2)CN1C(=O)c1ccc(F)cc1	-29%
O=C(NC1CCc2ccccc21)c1ccc(CN2C(=O)NC3(CCOCC3)C2=O)cc1 (stereo not drawn)	i
Cn1cc(-c2cc(-c3ccncc3)c3cncn3c2)cn1	i
CCc1nc2c(c(-c3ccc(OC)cc3)n1)CN(C(=O)c1ccccc1F)CC2	u
O=C(O)CCCC(=O)N1Cc2ccccc2CC2(CCCN(CC3CCCCC3)C2)C1 (stereo not drawn)	6%
COc1ccc(NC(=O)CN2C(=O)COc3ccc(C(=O)COc4ccccc4F)cc32)cc1	i
CC1CCN(Cc2ccc(C(=O)N3CCCC4(CCNC4)C3)o2)CC1 (stereo not drawn)	3%
CCn1cc(S(=O)(=O)N2CCC3(CCC3OC)CC2)cn1 (stereo not drawn)	-6%
CCc1noc(-c2cn(C3CCN(C(=O)c4ccc5[nH]ccc5c4)CC3)nn2)n1	-7%
Cc1nc(N2CCCC2)c2c(C(=O)Nc3ccc(Br)cc3F)c(C)oc2n1	u
CC(C)CN1C(=O)CCc2cc(NC(=O)C3CCC3)ccc21	-4%
CC1(C)CN(C(=O)C2CCN(C(=O)C3CCCC3)CC2)CC1(C)O (stereo not drawn)	10%
CC1CCC2(CC1)NC(=O)N(CC(=O)Nc1cccc(C(F)(F)F)c1)C2=O (stereo not drawn)	i
CC(=O)N1CCCN(C(=O)c2cnc3c(c2)N(C(=O)Cc2ccc(C(C)C)cc2)CCC3)CC1	14%
Oc1cccc(Nc2ncnc3sc4c(c23)CCCC4)c1	-28%
COc1ccc(C2Cn3nnc(C(=O)N4CCC(C(=O)NCC5CC5)CC4)c3CO2)cc1 (stereo not drawn)	i
COc1ccccc1Cn1c(-c2cccc(Cl)c2)nc(C)c(CCO)c1=O	u
COc1cccc(NC(=O)CN2C(=O)NC(c3ccc(C)cc3)C3=C2COC3=O)c1 (stereo not drawn)	u
Going on with the list:
SMILES	Pf Dd2 inh
CC1=C[C@@H](CNCc2ccncc2)[C@H](C(C)C)C[C@H]1Cc1nnc(-c2ccccc2F)o1	u
COc1cccc(-n2ccnc2SCC(=O)Nc2cccc3ccccc23)c1	i
COc1ccc(S(=O)(=O)N2CCC(Oc3ncccc3C(=O)N3CCOCC3)C2)cc1 (stereo not drawn)	u
C#C[C@H]1CN2CC[C@H]1C[C@@H]2CNC(=O)CCCC(=O)O	-18%[44.1 µM]
O=c1[nH]c2cccnc2n1C1CCCC1	i
CC(C)c1ccc(OCC(=O)N(Cc2cccs2)C2CCS(=O)(=O)C2)cc1 (stereo not drawn)	u
Cn1nc(C2CCNCC2)c2c(C(=O)NC3CC3)cc(C3CC3)nc21	16%
COc1ccc(C(=O)NC2CCN(c3cn[nH]c(=O)c3)CC2)cc1	i
O=C(NC1CCCCC1)[C@@H]1Cc2nc[nH]c2CN1C(=O)C1CC1	52%[activator][44.1 µM]
COCCN1CC(CO)C2(CCN(C(=O)c3nccc4ccccc34)CC2)C1 (stereo not drawn)	6%
Cc1ccc(C)c(NC(=O)NCC2CCOCC2)c1	1%
CCCOCCNC(=O)c1c(C)noc1-c1cc(OC)cc(OC)c1	i
CN1CCCN(C(=O)CCC[C@H]2NC[C@@H]3C[C@H]2CN(Cc2ccccc2)C3)CC1	-24%
COc1cccc(CNC(=O)CC(c2ccc(C)cc2)N2Cc3ccccc3C2=O)c1 (stereo not drawn)	21%
COCCCN(Cc1ccco1)C(=O)c1cc2c(s1)-c1ccccc1OC2	-6%
CCCc1noc(-c2cn(C3CCN(C(=O)c4ccc(OC)cc4C)CC3)nn2)n1	u
Cc1ccc(NC(=O)c2ccc(=O)n(CC(=O)Nc3cccc(C)c3)n2)cc1	4%
Cc1nc(-c2ccco2)cc([C@H]2CN3CC[C@H]2C[C@@H]3CNCc2ccccc2)n1	1.1µM*
O=C(CCC[C@@H]1[C@H]2CCCN3CCC[C@@H](CN1C(=O)c1ccccc1)[C@@H]23)Nc1ccccc1	u
Cc1ccc2oc(=O)c3cnn(CC(=O)N4CCN(c5ccc(F)cc5)CC4)c3c2c1	-1%
CCN(CC)C(=O)CC[C@H]1CNC(=O)[C@@H]2[C@@H](CCN2Cc2ccc(F)cc2)N1C	-4%[44.1 µM]
COc1ccc(-c2ccnc3nc(CCc4ccc(OC)c(OC)c4)nn23)c(F)c1	i
Cc1ccc(C)c(Cn2c(=O)n(CCCC(=O)NCCc3ccc(Cl)cc3)c(=O)c3ccccc32)c1	u
Cc1c(C(=O)NCc2ccccc2Cl)sc2ncnc(N(C)C3CCCCC3)c12	13%
O=C(CCc1nnn2c1CN(Cc1ccc(O)c(F)c1)CC2)NCc1ccccc1	-24%

As entered above:
Entry of Cc1ccc(NC(=O)c2ccc(=O)n(CC(=O)Nc3cccc(C)c3)n2)cc1 in Pf Dd2 inh: 4%
Entry of CN1CCCN(C(=O)CCC[C@H]2NC[C@@H]3C[C@H]2CN(Cc2ccccc2)C3)CC1 in Pf Dd2 inh: -24%
Entry of Cn1nc(C2CCNCC2)c2c(C(=O)NC3CC3)cc(C3CC3)nc21 in Pf Dd2 inh: 16%
Entry of Cc1ccc2oc(=O)c3cnn(CC(=O)N4CCN(c5ccc(F)cc5)CC4)c3c2c1 in Pf Dd2 inh: -1%

The results go on.
SMILES	Pf Dd2 inh
COc1ccc(-c2[nH]nc3ncc(-c4cccc(F)c4)nc23)c(C)c1	u
CN(C)C[C@@H]1CN(c2ncccn2)C[C@H]1NC(=O)c1ccc(C#N)cc1	i
COc1c(Cl)cc(C(=O)Nc2cccc(-c3nc4ccccc4[nH]3)c2)cc1Cl	-17%
COC(=O)CNC(=O)c1nc(-c2ccccc2OC)c2ccccn12	-16%
CCc1ccc([S+](=O)([O-])c2nnn3c2nc(NC2CC2)c2ccccc23)cc1	u
COC(=O)CCNC(=O)C1c2ccccc2C(=O)N(c2ccccc2)C12CCCCC2 (stereo not drawn)	-17%
Cc1cccc(C2C=C(c3ccc(F)cc3)Nc3nc4ccccc4n32)c1 (stereo not drawn)	u
Cn1c(C(=O)N2CCNc3cnc(Nc4cccc(C(F)(F)F)c4)nc3C2)cc2ccccc21	-5%
O=C(COc1ccc(F)cc1)NCc1ccc2c(c1)CCN2C(=O)c1ccc(F)cc1	i
COc1ccc(CNC(=O)C(C)N2Cc3ccccc3C2=O)cc1 (stereo not drawn)	38%[activator]
O=C(c1ccc(N2CC3CC(C2)[C@H]2CCCC(=O)N2C3)nc1)N1CCC(N2CCCCC2)CC1 (stereo partly drawn)	-4%
CCNCc1ccc(-c2ccc(Cl)cc2)o1	13µM*
CC(C)c1ccc(NC(=O)Cn2nnc(C(=O)NCc3ccc4c(c3)OCO4)c2N)cc1	i
Cc1ccc(Cn2c(C3CCN(C(=O)Cc4cccc(F)c4)CC3)n[nH]c2=O)cc1	i
CC1CCN(CC2CCCCCN2C(=O)Cc2ccccc2)CC1 (stereo not drawn)	u
Cc1cccc(Cn2c(CNC(=O)c3ccccc3)nc3ccccc32)c1	-5%
CCC(Sc1nc2cc(OC)c(OC)cc2c(=O)n1Cc1ccc(OC)cc1)C(=O)NCCOC (stereo not drawn)	-3%
Cc1ccc(S(=O)(=O)Cc2nc(-c3ccc(C(=O)NCCCOC(C)C)cc3)oc2C)cc1	i
O=C(O)c1cc(-c2ccc(CN3CCCC(CO)C3)o2)ccc1Cl (stereo not drawn)	-9%
CN(C)[S+](=O)([O-])c1ccc2c(c1)OCCN(Cc1ccccn1)C2	u
O=C(c1cccc(Cl)c1)N1CCn2c(nn(-c3ccc(C(F)(F)F)cc3)c2=O)C1	-27%
O=C(CCc1conc1-c1ccccc1)N1CCN(c2ccccc2Cl)CC1	i
O=C(NCc1ccccc1)N1CCN2C(=O)N(C3CCCCC3)C[C@H]2C1	-8%[44.1 µM]
Cc1cccc(-c2noc(-c3ccccc3NC(=O)C3CC(=O)N(c4ccccc4C)C3)n2)c1 (stereo not drawn)	4%
O=c1c2c(CO)c(-c3ccccc3)nn2ccn1Cc1cccc(C(F)(F)F)c1	-1%
Additional compounds.
SMILES	Pf Dd2 inh
O=C(NC[C@H]1OC[C@@H](NCc2ncc[nH]2)[C@@H]1O)Nc1ccccc1	29%[44.1 µM]
CN(CC1CCOC1)C(=O)Cc1cccc(F)c1 (stereo not drawn)	i[5.79 µM]
COc1ccc(CCNC(=O)Cc2c(C)c3cc4c(C)coc4c(C)c3oc2=O)cc1	-20%
COc1ccc(-c2csc(=Nc3ccccc3)n2CCO)cc1F	i
Cc1cccc(NC(=O)COC(=O)CCCC2=NS(=O)(=O)c3ccccc3N2)c1	i
O=C(NCC1CC1)c1nc2c(o1)CCN(CCCc1ccccc1)CC2	i
CN(C)CCN1CC2(CCN(C(=O)CCCS(N)(=O)=O)CC2)OC1=O	5%
CC(C)c1ccc(NC(=O)c2cc(S(=O)(=O)NCc3ccccc3Cl)ccc2F)cc1	u
CC1=C[C@@H](CNC(=O)COc2ccccc2)[C@H](C(C)C)C[C@H]1CC(=O)N1CCN(C)CC1	u
CCN(CC1CCCN(CCc2cccc(OC)c2)C1)C(=O)c1cc(C)no1 (stereo not drawn)	10µM*
